Assay outcomes from PubChem.
MEP2-GFP yeast – yeast TOR pathway MEP2-GFP modulation; AID 2016; GFP response vs DMSO, % at 10 µM; actives 0.51% (n = 330,000); S. cerevisiae MEP2-GFP strain, flow cytometry GFP, 3 h; 100% = DMSO control level;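 active = GFP response versus DMSO above a set limit, roughly screen mean plus 3 SD, cut at about 180% in these data; inconclusive = fewer than 70 cells counted for a yeast strain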;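 also: median GFP fluorescence of the barcode-gated MEP2-GFP cells per well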
AGP1-GFP MLPCN – alters AGP1-GFP fluorescence in TOR pathway yeast screen. S. cerevisiae AGP1-GFP multiplex flow cytometry, 3 h; GFP as percent of DMSO wells. GFP response vs DMSO, % at 10 µM. actives 0.02% (n = 320,000). AID 2066;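 active = GFP response relative to DMSO above a set limit, near screen average plus 3 SD, cut at about 150% in these data; inconclusive = fewer than 70 cells counted for the yeast strain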;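 also: median GFP channel fluorescence of the gated AGP1 strain per well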
AHR activator – human AHR activation; P35869; AHR-responsive luciferase reporter cells, luminescence; activation, % at 5 µM; actives 2.5% (n = 320,000); in the data active = activation above about 47%;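 also: 0% = vehicle wells and 100% = reference agonist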
proCasp3 act – activators of human procaspase-3. P42574. recombinant procaspase-3 D3A, Ac-DEVD-pNA absorbance 405 nm. activation, % at 8.5 µM. actives 0.11% (n = 330,000). AID 463141;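 active = activation above the mean of all tested compounds plus 3 SD, cut at about 21% in these data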;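 also: 0% = DMSO alone and 100% = DMSO wells spiked with extra 5 µM PC-3 D3A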
Target sequence (P42574 whole entry D9A/D28A/D175A): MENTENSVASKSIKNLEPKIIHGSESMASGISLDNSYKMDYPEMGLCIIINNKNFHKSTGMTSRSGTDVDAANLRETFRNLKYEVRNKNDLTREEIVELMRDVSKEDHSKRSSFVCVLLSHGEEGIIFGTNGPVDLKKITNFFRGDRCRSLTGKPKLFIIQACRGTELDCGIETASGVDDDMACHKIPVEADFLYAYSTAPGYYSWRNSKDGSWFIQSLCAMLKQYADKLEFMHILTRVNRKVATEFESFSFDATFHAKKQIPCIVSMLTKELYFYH
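Evaluation: percent activation relative to control range; Material: Procaspase-3 D3A mutant, all three cleavage aspartates alanine; Compound: single dose, 8.5 µM nominal compound, 0.8% DMSO; Replication: one well per compound; Signal: absorbance at 405 nm, 0 and 120 min; Schedule: 1 h preincubation plus 2 h reaction at 25 °C.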
CIT2-GFP yeast – modulators of TOR pathway CIT2-GFP in S. cerevisiae | actives 0.065% (n = 320,000) | GFP response vs DMSO, % at 10 µM | S. cerevisiae CIT2-GFP strain, flow cytometry, 3 h; 100 means same as DMSO wells;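 active = GFP response relative to DMSO above a set limit, near the screen mean plus 3 SD, cut at about 150% in these data; inconclusive = Fewer than 70 cells measured for a yeast strain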;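 also: ratio of well median GFP fluorescence to mean of DMSO wells on the plate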
RPL19A-GFP yeast – alters RPL19A-GFP fluorescence in TOR pathway yeast screen; S. cerevisiae RPL19A-GFP strain, flow cytometry, 3 h; hits give low values; percent response vs DMSO, % at 10 µM; actives 0.3% (n = 330,000); AID 2025;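 active = percent response vs DMSO below 50%; inconclusive = fewer than 70 events counted for the yeast strain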;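 also: median channel GFP fluorescence of the barcoded RPL19A-GFP strain; ratio of sample median GFP to plate DMSO average so 100% = DMSO; lower means less RPL19A-GFP as with rapamycin TOR inhibition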
LAP4 TOR yeast – modulators of TOR pathway LAP4-GFP in S. cerevisiae; S. cerevisiae LAP4-GFP multiplex, flow cytometry GFP, 3 h; median GFP as percent of DMSO wells; actives 0.34% (n = 320,000); GFP response vs DMSO, % at 10 µM; AID 2023;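 active = GFP response vs DMSO above a set limit, about the screen mean plus 3 SD, cut at about 150% in these data; inconclusive = under 70 cell events counted for the yeast strain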
proCasp7 act – counter-screen for procaspase-3 activators: activators of human procaspase-7; actives 0.093% (n = 330,000); activation, % at 8.5 µM; recombinant procaspase-7, Ac-DEVD-pNA absorbance 405 nm; D23A/D198A/D206A triple mutant, cannot self-cleave; scale: DMSO 0, 5 µM enzyme 100;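 active = percent activation above the screen-wide mean plus 3 SD, cut at about 25% in these data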
Target sequence (P55210 whole entry D23A/D198A/D206A): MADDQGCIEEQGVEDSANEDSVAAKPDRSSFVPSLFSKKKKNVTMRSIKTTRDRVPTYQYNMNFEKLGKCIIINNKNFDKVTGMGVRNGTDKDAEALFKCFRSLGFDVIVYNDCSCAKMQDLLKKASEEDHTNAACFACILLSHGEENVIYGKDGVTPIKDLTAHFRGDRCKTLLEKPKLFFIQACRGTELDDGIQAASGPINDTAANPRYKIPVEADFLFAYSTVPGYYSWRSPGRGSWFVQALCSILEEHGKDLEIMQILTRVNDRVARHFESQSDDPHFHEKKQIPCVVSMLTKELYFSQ
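Assay system – Uncleavable procaspase-7 mutant enzyme · Quantity – 2 µM procaspase-7 mutant as dispensed · Times – 1 h preincubation, 2 h reaction · Dosing – single nominal 8.5 µM compound dose, 0.8% DMSO final · Buffer or medium – Zinc-free 50 mM HEPES buffer, pH 7.4, with NaCl and Triton X-100 · Detection – Epi-absorbance of released pNA at 405 nm, two timepoints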
Starred values were filed as active, the others as inactive; ? = inconclusive; nt = not tested or not shown; [ ] = dose if it differs, or a comment.

no.	SMILES	proCasp3 act	AGP1-GFP MLPCN	AHR activator	MEP2-GFP yeast
1	O=C(Nc1ccc2oc(-c3ccccc3)nc2c1)c1ccco1	-5.1	83.6	-4.5	94.1
2	COc1ccc(N2CCN(CCNC(=O)Nc3ccc([N+](=O)[O-])cc3OC)CC2)cc1	nt	100.6	nt	109.0
3	Nc1ccc(N2CCOCC2)c2nonc12	-19.5	98.9	-0.1	96.5
4	C/C=C/C(=O)Nc1nnc(-c2ccccc2C)s1	0.1	93.5	10.9	100.2
5	C/C(=N\N=C\c1ccc(N(C)C)cc1)c1cccc([N+](=O)[O-])c1	-14.7	103.5	12.5	96.2
6	Cc1cc(C(=O)Nc2nnc(C3CC3)s2)c(C)s1	6.0	97.9	23.6	106.7
7	COc1ccc(Cl)cc1NC(=O)CCc1nc(-c2ccccc2F)no1	-0.8	105.4	9.8	101.7
8	CCOc1ccc(C(=O)N2CCCC2)cc1OC	8.2	105.3	1.6	106.5

no.	RPL19A-GFP yeast	LAP4 TOR yeast	proCasp7 act	CIT2-GFP yeast
1	96.0	107.3	-3.8	77.1
2	102.7	112.1	nt	102.8
3	99.1	100.3	-32.2	98.8
4	101.1	101.1	-11.5	103.3
5	107.7	105.2	-17.8	103.7
6	103.4	119.1	0.7	89.0
7	100.5	110.5	2.8	101.2
8	104.0	107.5	-3.1	99.5

Remaining list, next part:
no.	SMILES	proCasp3 act	AGP1-GFP MLPCN	AHR activator	MEP2-GFP yeast
9	CC(C)(C)C(=O)/C=C(N)/C=C/c1ccccc1	-7.5	95.2	14.2	103.1
10	Cc1sc2ncnc(SCC(=O)NNC(=O)COc3cccc4ccccc34)c2c1C	8.3	89.7	0.5	94.2
11	O=C(CCNS(=O)(=O)c1ccc(F)c(F)c1)NCCN1CCOCC1	0.7	95.3	-0.7	93.0
12	Cc1cc(C)nc(SCC(=O)NN)n1	0.8	100.4	12.7	99.2
13	N#CC(CO)(Cc1ccc(OC(F)F)cc1)c1nc2ccccc2[nH]1 (stereo unspecified)	-7.0	103.1	3.1	102.2
14	Nc1nnc(Sc2ncccc2[N+](=O)[O-])s1	-3.0	103.2	7.5	102.3
15	Cc1ccc(CN2CCNC(=O)C2CC(=O)N(C)CCc2cnn(C)c2)cc1 (stereo unspecified)	nt	93.0	nt	98.3
16	CN(CC(=O)Nc1ccc(F)c(F)c1F)C(=O)C1CCCO1 (stereo unspecified)	5.7	106.7	3.5	103.3

no.	RPL19A-GFP yeast	LAP4 TOR yeast	proCasp7 act	CIT2-GFP yeast
9	103.8	111.5	-17.3	88.7
10	85.4	85.6	10.1	94.3
11	94.0	94.8	2.5	96.5
12	101.9	101.3	-9.7	106.7
13	98.7	102.2	5.1	99.3
14	98.0	105.4	-1.5	103.6
15	109.2	68.3	nt	102.2
16	96.9	102.0	0.6	102.0

A draw from above in order of number of heavy atoms, largest number first:
no.	SMILES	proCasp3 act	AGP1-GFP MLPCN	AHR activator	MEP2-GFP yeast
10	Cc1sc2ncnc(SCC(=O)NNC(=O)COc3cccc4ccccc34)c2c1C	8.3	89.7	0.5	94.2
15	Cc1ccc(CN2CCNC(=O)C2CC(=O)N(C)CCc2cnn(C)c2)cc1 (stereo unspecified)	nt	93.0	nt	98.3
7	COc1ccc(Cl)cc1NC(=O)CCc1nc(-c2ccccc2F)no1	-0.8	105.4	9.8	101.7
11	O=C(CCNS(=O)(=O)c1ccc(F)c(F)c1)NCCN1CCOCC1	0.7	95.3	-0.7	93.0
5	C/C(=N\N=C\c1ccc(N(C)C)cc1)c1cccc([N+](=O)[O-])c1	-14.7	103.5	12.5	96.2
16	CN(CC(=O)Nc1ccc(F)c(F)c1F)C(=O)C1CCCO1 (stereo unspecified)	5.7	106.7	3.5	103.3
4	C/C=C/C(=O)Nc1nnc(-c2ccccc2C)s1	0.1	93.5	10.9	100.2
9	CC(C)(C)C(=O)/C=C(N)/C=C/c1ccccc1	-7.5	95.2	14.2	103.1
14	Nc1nnc(Sc2ncccc2[N+](=O)[O-])s1	-3.0	103.2	7.5	102.3
12	Cc1cc(C)nc(SCC(=O)NN)n1	0.8	100.4	12.7	99.2

no.	RPL19A-GFP yeast	LAP4 TOR yeast	proCasp7 act	CIT2-GFP yeast
10	85.4	85.6	10.1	94.3
15	109.2	68.3	nt	102.2
7	100.5	110.5	2.8	101.2
11	94.0	94.8	2.5	96.5
5	107.7	105.2	-17.8	103.7
16	96.9	102.0	0.6	102.0
4	101.1	101.1	-11.5	103.3
9	103.8	111.5	-17.3	88.7
14	98.0	105.4	-1.5	103.6
12	101.9	101.3	-9.7	106.7

(further entries)
no.	SMILES	proCasp3 act	AGP1-GFP MLPCN	AHR activator	MEP2-GFP yeast
17	Cc1ccc2nc(-c3ccncc3)cc(C(=O)NCc3ccccc3F)c2c1	4.1	100.7	19.8	103.1
18	CC(C)=CCC/C(C)=C/C=N/NC(=O)c1ccc([N+](=O)[O-])cc1	-4.2	99.7	4.3	104.5
19	CCOC(=O)c1cc(-c2csc(COc3ccc(Cl)cc3)n2)on1	-2.4	104.5	-2.9	98.1
20	Cc1cc2ccccc2n1CCNC(=O)C1CCCCC1	3.9	102.4	-0.6	112.0
21	COc1ccc(NC(=O)C2CCN(S(C)(=O)=O)CC2)cc1	-8.1	87.6	-0.5	92.6
22	CCC(=O)N1CCc2cc(S(=O)(=O)CCC(=O)Nc3ccc(CC)cc3)ccc21	7.5	103.7	2.6	104.5
23	CCN1CCN(C(=O)CCCn2c(C)c3cnn(-c4ccccc4)c(=O)c3c2C)CC1	7.3	94.1	4.5	93.2
24	CCCc1nnc(NC(=O)CCC(=O)N2CCN(S(=O)(=O)c3ccc(OC)cc3)CC2)s1	-2.0	104.4	-2.1	106.8

no.	RPL19A-GFP yeast	LAP4 TOR yeast	proCasp7 act	CIT2-GFP yeast
17	91.6	96.9	2.2	126.5
18	101.5	94.7	4.1	105.1
19	100.2	101.5	5.8	103.5
20	106.8	120.8	1.1	93.6
21	91.3	92.1	4.6	93.7
22	102.9	93.1	-6.3	88.5
23	96.5	95.6	1.6	91.7
24	99.8	95.5	-0.6	109.4

(listing goes on)
no.	SMILES	proCasp3 act	AGP1-GFP MLPCN	AHR activator	MEP2-GFP yeast
25	COc1ccc(Nc2nc(-c3sc(N)nc3C)cs2)cc1	-11.3	?	46.2	212.8*[may fluoresce violet]
26	N#Cc1cc([N+](=O)[O-])ccc1N1CCN(c2ccccc2O)CC1	5.9	104.2	-7.2	122.0
27	c1ccc(N2CCN(c3nc(-c4ccccn4)nc4ccccc34)CC2)cc1	-4.9	98.3	-6.1	108.3
28	CC(C)n1ncc2c(C(=O)Nc3ccc(CC#N)cc3)cc(C3CC3)nc21	1.4	84.2	89.9*	102.2
29	O=C(NCc1ccc(F)cc1)Nc1cccc(Cl)c1	1.1	108.4	7.3	105.5
30	CC(C)Oc1ccc(C(=O)Nc2ccc(N3CCN(C(=O)c4ccco4)CC3)cc2)cc1	9.8	99.9	-1.5	106.3
31	COC(=O)/C(=C1\Oc2ccc(C(C)(C)C)cc2S1)C(F)(F)F	-6.2	92.8	0.6	98.5
32	CCc1ccc(NC(=O)C2CCN(S(=O)(=O)c3cccs3)CC2)cc1	-4.1	90.6	6.4	105.5

no.	RPL19A-GFP yeast	LAP4 TOR yeast	proCasp7 act	CIT2-GFP yeast
25	40.1*[may fluoresce violet]	?	-20.6	?
26	103.3	115.9	2.9	97.6
27	95.5	104.9	0.8	102.1
28	96.4	102.2	-2.5	97.9
29	109.5	102.0	0.4	111.7
30	96.6	99.2	2.8	97.5
31	98.4	88.0	-10.1	102.3
32	95.4	84.0	0.1	95.0

Later entries
no.	SMILES	proCasp3 act	AGP1-GFP MLPCN	AHR activator	MEP2-GFP yeast
33	Cc1cc(C)c(NC(=O)COc2ccc(-n3cnnn3)cc2)c(C)c1	2.1	98.6	5.6	113.5
34	CC[n+]1c(/C=C(/C)SC)sc2ccccc21	-25.4	102.7	5.6	106.0
35	CC(=Nc1ccccc1)C1=C(O)CSC1=O	-6.7	101.0	6.1	106.0
36	CCOC(=O)c1c(-c2ccccc2)csc1NC(=O)c1cc(-c2ccccc2OC)on1	-6.9	103.8	2.5	103.1
37	Cc1ccc2oc(C(=O)NCCCN3CCOCC3)c(C)c2c1	6.1	94.6	7.3	86.6
38	CCOC(=O)c1oc2cc(O)cc(C)c2c(=O)c1-c1cscn1	-6.3	101.7	26.0	100.4
39	COc1cc(NC(=O)C2CC3CCC2C3)c(OC)cc1Cl (stereo unspecified)	3.5	100.8	6.2	94.6
40	O=C(C[n+]1ccccc1)Nc1ccccc1C(F)(F)F	-0.9	107.8	0.2	100.4

no.	RPL19A-GFP yeast	LAP4 TOR yeast	proCasp7 act	CIT2-GFP yeast
33	103.9	105.1	6.9	104.2
34	96.8	93.4	-26.9	100.4
35	99.2	98.3	5.0	104.4
36	98.9	93.5	-3.5	88.1
37	100.8	72.7	4.4	100.3
38	96.8	95.1	5.5	94.6
39	98.6	98.6	0.9	96.8
40	106.8	85.1	0.8	112.3

More records.
no.	SMILES	proCasp3 act	AGP1-GFP MLPCN	AHR activator	MEP2-GFP yeast
41	Cc1nn(-c2cccc(Cl)c2)c(Cl)c1/C=N/NC(=O)c1cccnc1	4.6	98.8	77.8*	99.1
42	O=C(Nc1nnc(CCc2ccccc2)s1)c1cccs1	-3.8	89.8	18.4	100.2
43	COc1ccc(NC(=O)C2CC(=O)N(c3cccc(C)c3C)C2)cc1 (stereo unspecified)	6.1	98.7	5.5	97.4
44	CC1(C)CC(=O)/C(=C(\O)CCCN2C(=O)c3ccccc3C2=O)C(=NCCO)C1	-1.2	110.8	0.4	102.7
45	COc1ccc(NC(=S)NC(=O)C2CCC2)cc1	-2.7	83.1	-0.6	94.6
46	CCOc1cc(C2CC(=O)N3CN(C4CCCCC4)CSC3=C2C#N)ccc1O (stereo unspecified)	-10.0	97.0	0.8	97.9
47	O=C1CCCN1c1ccc(S(=O)(=O)NCCc2ccc(Cl)cc2)cc1	8.0	104.0	0.3	107.3
48	O=C(O/N=C\c1ccc(N2CCCCC2)c([N+](=O)[O-])c1)c1c(F)cccc1F	-1.6	101.9	-0.7	105.7
49	C[C@@H](C(=O)N1CCN(C(=O)OC(C)(C)C)CC1)n1cc(CCC(=O)O)nn1	2.8	102.3	-2.7	105.3
50	Cc1nc2ccccc2c2c1C(=O)N(C(C)C)C2=O	3.4	97.4	7.2	101.4
51	CC(C)CN(C(=O)COC(=O)CCC(=O)c1ccc(F)cc1)c1c(N)n(Cc2ccccc2)c(=O)[nH]c1=O	2.2	115.0	1.2	99.3

no.	RPL19A-GFP yeast	LAP4 TOR yeast	proCasp7 act	CIT2-GFP yeast
41	100.6	97.6	14.5	98.9
42	96.8	97.0	1.1	102.1
43	97.8	96.2	14.8	102.1
44	96.9	104.1	8.2	112.3
45	98.0	100.4	-14.6	89.6
46	98.9	102.4	-14.2	94.7
47	102.0	101.9	-10.1	103.1
48	90.7	114.4	4.9	102.7
49	98.3	94.4	-8.4	96.0
50	97.0	89.7	9.4	99.9
51	102.9	112.0	4.1	95.6

Random draw from the library; any-hit rate near 3.5%.
